Bioassay records deposited in PubChem BioAssay by The Scripps Research Institute Molecular Screening Center.
LYPLA2 counter = LYPLA2 inhibitors, primary screen, counter-screen for PME1 inhibitor project, biochemical, fluorescence polarization, FP-Rh probe ABPP | 320,000 compounds, 0.38% hits | inhibition, % at 5.9 µM | Acyl-protein thioesterase 2 (Homo sapiens), O95372 | AID 2177, 2009 | recombinant LYPLA2;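 active means inhibition above the screen-wide mean plus 3 SD, limit set per campaign, cut at about 26% in these data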;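 further: 0% = LYPLA2 with DMSO and 100% = wells lacking LYPLA2 enzyme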
LYPLA1 counter = LYPLA1 inhibitors, primary screen, counter-screen for PME1 inhibitor project, biochemical, fluorescence polarization, FP-Rh probe ABPP; Acyl-protein thioesterase 1 (Homo sapiens), O75608; recombinant LYPLA1; AID 2174, 2009; inhibition, % at 5.9 µM; 320,000 compounds, 0.16% hits;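 active means inhibition above the mean of all tested compounds plus 3 SD, set per campaign, cut at about 14% in these data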;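 further: inhibitors block serine hydrolase probe labeling of LYPLA1 so polarization falls; 0% = enzyme with DMSO and 100% = wells lacking LYPLA1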
PME-1 inh = PME-1 inhibitors via competitive probe labeling, primary screen, biochemical, fluorescence polarization, FP-Rh probe, HTS. recombinant PME-1. 320,000 compounds, 0.53% hits. inhibition, % at 5.9 µM;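 active means inhibition above the campaign mean of all compounds plus 3 SD, cut at about 26% in these data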;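 further: competitive labeling of PME-1 active site by serine hydrolase directed probe; 0% = PME-1 with DMSO and 100% = wells lacking PME-1 enzyme; inhibitors block probe labeling so polarization falls and inhibition rises; many of its hits are not listed in these tables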
PAFAH1B3 FP inh = PAFAH1B3 enzyme inhibitors, primary screen, biochemical, fluorescence polarization, human; Platelet-activating factor acetylhydrolase IB subunit alpha1 (Homo sapiens), Q15102; recombinant PAFAH1B3, FP-rhodamine probe; inhibition, % at 3.39 µM; 340,000 compounds, 0.28% hits; AID 492972, 2010;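 active means inhibition above the screen-wide average of all tested compounds plus 3 SD, cut at about 25% in these data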;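 further: 0% = enzyme with DMSO only and 100% = wells lacking PAFAH1B3 protein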
Target sequence (Q15102 whole entry, looked up): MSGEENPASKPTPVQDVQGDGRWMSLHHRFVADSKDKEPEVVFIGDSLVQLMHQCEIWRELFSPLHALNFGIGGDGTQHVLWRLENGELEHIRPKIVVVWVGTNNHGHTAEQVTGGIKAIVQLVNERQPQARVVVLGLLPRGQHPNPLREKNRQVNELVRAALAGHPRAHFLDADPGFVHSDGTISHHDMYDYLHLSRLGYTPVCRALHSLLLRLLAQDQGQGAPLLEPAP
GSTO1 counter = inhibitors of recombinant GSTO1, primary screen, counter-screen for RBBP9 inhibitor project, biochemical, fluorescence polarization; activity-based probe fluorescence polarization; Glutathione S-transferase omega-1 (Homo sapiens), P78417; 300,000 compounds, 1.1% hits; inhibition, % at 5.96 µM;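 active means inhibition above the campaign mean inhibition plus 3 SD, cut at about 35% in these data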;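 further: 0% = GSTO1-1 with DMSO and 100% = wells lacking GSTO1-1 enzyme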
PAD4 inh = human PAD4 inhibitors, primary screen, biochemical, fluorescence polarization, 1536-well format; 330,000 compounds, 0.41% hits; inhibition, % at 6.36 µM; AID 485272, 2010; Protein-arginine deiminase type-4 (Homo sapiens), Q9UM07; recombinant PAD4, RCA probe fluorescence polarization;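 active means percent inhibition above a cutoff equal to the mean of all tested compounds plus 3 SD, cut at about 15% in these data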;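 further: 0% = PAD4 with RCA probe and DMSO and 100% = probe without PAD4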
PREPL inhibitor = PREPL enzyme inhibitors, primary screen, biochemical, fluorescence polarization. Prolyl endopeptidase-like (Homo sapiens), Q4J6C6. recombinant PREPL, fluorescence polarization activity-based probe. inhibition, % at 5.96 µM. 320,000 compounds, 0.68% hits. AID 2751, 2010; in the data active means inhibition above about 43%;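 further: 0% = enzyme with DMSO and 100% = wells lacking enzyme; many of its hits are not listed in these tables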
Target sequence (Q4J6C6 whole entry, looked up): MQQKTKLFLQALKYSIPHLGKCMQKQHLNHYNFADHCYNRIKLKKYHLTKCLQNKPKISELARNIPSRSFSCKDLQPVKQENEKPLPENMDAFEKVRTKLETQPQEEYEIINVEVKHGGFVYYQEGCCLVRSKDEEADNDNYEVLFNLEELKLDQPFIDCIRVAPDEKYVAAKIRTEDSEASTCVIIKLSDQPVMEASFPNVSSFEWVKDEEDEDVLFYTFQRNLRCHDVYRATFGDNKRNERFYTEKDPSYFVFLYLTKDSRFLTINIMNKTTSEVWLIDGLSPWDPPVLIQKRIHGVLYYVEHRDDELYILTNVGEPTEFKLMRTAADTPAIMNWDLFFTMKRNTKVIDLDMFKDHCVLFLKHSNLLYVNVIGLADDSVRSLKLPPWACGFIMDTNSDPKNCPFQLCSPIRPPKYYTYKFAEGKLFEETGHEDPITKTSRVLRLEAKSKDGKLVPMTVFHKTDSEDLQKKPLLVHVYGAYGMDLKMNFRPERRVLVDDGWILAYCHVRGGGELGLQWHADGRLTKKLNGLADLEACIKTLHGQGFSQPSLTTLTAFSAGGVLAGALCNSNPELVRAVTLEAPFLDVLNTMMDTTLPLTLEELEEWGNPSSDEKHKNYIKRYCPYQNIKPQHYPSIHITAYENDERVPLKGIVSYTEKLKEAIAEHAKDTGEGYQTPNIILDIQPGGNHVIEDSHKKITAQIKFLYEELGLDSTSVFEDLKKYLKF
pPAFAH FP inh = pPAFAH enzyme inhibitors, primary screen, biochemical, fluorescence polarization, human; Platelet-activating factor acetylhydrolase (Homo sapiens), Q13093; recombinant pPAFAH, FP-rhodamine probe fluorescence polarization; inhibition, % at 3.39 µM; 330,000 compounds, 1.5% hits;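 active means inhibition above the mean inhibition across the screen plus 3 SD, cut at about 25% in these data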;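 further: inhibitors block binding of the rhodamine activity-based probe so polarization drops; 0% = enzyme with DMSO and 100% = wells lacking pPAFAH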
PAFAH1B2 inh = PAFAH1B2 enzyme inhibitors, primary screen, biochemical, fluorescence polarization, human; Platelet-activating factor acetylhydrolase IB subunit alpha2 (Homo sapiens), P68402; recombinant PAFAH1B2, FP-rhodamine activity probe; inhibition, % at 3.39 µM; 340,000 compounds, 1.2% hits; AID 492953, 2010;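 active means inhibition above the mean of all tested compounds plus 3 SD, cut at about 24% in these data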;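 further: 0% = enzyme with DMSO and 100% = wells lacking PAFAH1B2; many of its hits are not listed in these tables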
Numbers without * were called inactive. This is a subset; rates above refer to the full screens.

Preview:
For O=C(O)CC1(CC(=O)NCc2cc(F)cc3c2OCOC3)CCCCC1 the results were LYPLA2 counter 8, LYPLA1 counter 4, PME-1 inh -3, PAFAH1B3 FP inh 3, GSTO1 counter 2, PAD4 inh 0, PREPL inhibitor -4, pPAFAH FP inh -2 and PAFAH1B2 inh 6.
Screening N#Cc1nc(-c2ccco2)oc1N1CCOCC1 returned LYPLA2 counter 12, LYPLA1 counter 1, PME-1 inh 3, PAFAH1B3 FP inh 6, GSTO1 counter 2, PAD4 inh 3, PREPL inhibitor 5, pPAFAH FP inh 1 and PAFAH1B2 inh 3.

This part in full (from the top)
For O=C(O)CC1(CC(=O)NCc2cc(F)cc3c2OCOC3)CCCCC1 the results were LYPLA2 counter 8, LYPLA1 counter 4, PME-1 inh -3, PAFAH1B3 FP inh 3, GSTO1 counter 2, PAD4 inh 0, PREPL inhibitor -4, pPAFAH FP inh -2 and PAFAH1B2 inh 6.
Screening N#Cc1nc(-c2ccco2)oc1N1CCOCC1 returned LYPLA2 counter 12, LYPLA1 counter 1, PME-1 inh 3, PAFAH1B3 FP inh 6, GSTO1 counter 2, PAD4 inh 3, PREPL inhibitor 5, pPAFAH FP inh 1 and PAFAH1B2 inh 3.
For Cc1ccc(C(=O)Oc2ccc(C(=O)COC(=O)c3cnccn3)cc2)cc1 the results were LYPLA2 counter -5, LYPLA1 counter 1, PME-1 inh -4, PAFAH1B3 FP inh 5, GSTO1 counter -2, PAD4 inh 2, PREPL inhibitor 10, pPAFAH FP inh 0 and PAFAH1B2 inh 6.
Screening Cc1sc2ncnc(N3CCC(C(=O)Nc4nc5ccc(Cl)cc5s4)CC3)c2c1C returned LYPLA2 counter -5, LYPLA1 counter -4, PME-1 inh -1, PAFAH1B3 FP inh 5, GSTO1 counter -5, PAD4 inh -6, PREPL inhibitor 25, pPAFAH FP inh -5 and PAFAH1B2 inh 0.
CCC(C)(C)n1nnnc1C(c1ccc(F)cc1)N1CCN(C(=O)c2ccco2)CC1 (centres undefined) was read as LYPLA2 counter 2, LYPLA1 counter -6, PME-1 inh 2, PAFAH1B3 FP inh -2, GSTO1 counter 5, PAD4 inh 3, PREPL inhibitor -6, pPAFAH FP inh 3 and PAFAH1B2 inh -1.
C=CCOc1c(CNc2cccc(C(=O)O)c2)cccc1OCC was read as LYPLA2 counter 7, LYPLA1 counter 4, PME-1 inh 1, PAFAH1B3 FP inh 10, GSTO1 counter 4, PAD4 inh -1, PREPL inhibitor 6, pPAFAH FP inh 9 and PAFAH1B2 inh -3.
CC1CCN(C(=O)CSc2nncn2C)CC1 was read as LYPLA2 counter 12, LYPLA1 counter 3, PME-1 inh 5, PAFAH1B3 FP inh 3, GSTO1 counter 10, PAD4 inh -1, PREPL inhibitor 1, pPAFAH FP inh 0 and PAFAH1B2 inh -2.
Screening Cc1nc2ccc(Oc3ccccc3)cc2s1 returned LYPLA2 counter 8, LYPLA1 counter -1, PME-1 inh 4, PAFAH1B3 FP inh 5, GSTO1 counter 6, PAD4 inh 4, PREPL inhibitor 4, pPAFAH FP inh 12 and PAFAH1B2 inh 2.
For CCCCOC(=O)/C=C\C(=O)NC(N)=O the results were LYPLA2 counter -5, LYPLA1 counter -1, PME-1 inh -4, PAFAH1B3 FP inh 5, GSTO1 counter 7, PAD4 inh -2, PREPL inhibitor 9, pPAFAH FP inh 5 and PAFAH1B2 inh 7.
`CCOCCCNC(=O)CS(=O)(=O)Cc1nc(-c2cccc(OC)c2)oc1C` gave LYPLA2 counter -5, LYPLA1 counter -2, PME-1 inh 5, PAFAH1B3 FP inh 10, GSTO1 counter 1, PAD4 inh -1, PREPL inhibitor 5, pPAFAH FP inh 5 and PAFAH1B2 inh 6.
`CCN(CC)S(=O)(=O)c1ccc(C)c(NC(=O)CSc2nc3ccc(C)cc3[nH]2)c1` gave LYPLA2 counter -5, LYPLA1 counter -3, PME-1 inh 10, PAFAH1B3 FP inh 11, GSTO1 counter 1, PAD4 inh -6, PREPL inhibitor 7, pPAFAH FP inh 11 and PAFAH1B2 inh 4.
For CCOc1ccc(N(CC(=O)Nc2ccc(C)c(C)c2)S(=O)(=O)c2c(C)[nH]c(=O)[nH]c2=O)cc1 the results were LYPLA2 counter -9, LYPLA1 counter -3, PME-1 inh -7, PAFAH1B3 FP inh 7, GSTO1 counter -3, PAD4 inh 2, PREPL inhibitor 20, pPAFAH FP inh 6 and PAFAH1B2 inh 5.
Screening O=c1c2cc(Cl)ccc2[nH]c(=S)n1Cc1ccccn1 returned LYPLA2 counter -1, LYPLA1 counter 0, PME-1 inh 6, PAFAH1B3 FP inh -1, GSTO1 counter 0, PAD4 inh 0, PREPL inhibitor -2, pPAFAH FP inh 6 and PAFAH1B2 inh 2.
Screening S=C(NNc1ccnc2cc(Cl)ccc12)Nc1ccc(Cl)cc1Cl returned LYPLA2 counter 15, LYPLA1 counter -4, PME-1 inh 25, PAFAH1B3 FP inh 5, GSTO1 counter 10, PAD4 inh -4, PREPL inhibitor 9, pPAFAH FP inh 5 and PAFAH1B2 inh 0.
`Cc1nc(N)[nH]c(=O)c1CC(=O)OCCCl` gave LYPLA2 counter 3, LYPLA1 counter 0, PME-1 inh 4, PAFAH1B3 FP inh 5, GSTO1 counter 9, PAD4 inh 1, PREPL inhibitor -12, pPAFAH FP inh 3 and PAFAH1B2 inh 7.
For COc1cc(C2C(C#N)=C(N)Oc3cc(C)oc(=O)c32)ccc1OC(=O)N1CCOCC1 (centres undefined) the results were LYPLA2 counter 3, LYPLA1 counter 2, PME-1 inh -11, PAFAH1B3 FP inh 7, GSTO1 counter 5, PAD4 inh -3, PREPL inhibitor -13, pPAFAH FP inh 4 and PAFAH1B2 inh 6.
Screening C=CCN1C(=O)c2ccc(C(=O)N(C)CC(=O)Nc3ccccc3Br)cc2C1=O returned LYPLA2 counter 5, LYPLA1 counter -2, PME-1 inh -3, PAFAH1B3 FP inh 1, GSTO1 counter 0, PAD4 inh 1, PREPL inhibitor 5, pPAFAH FP inh -1 and PAFAH1B2 inh 9.
For COc1ccc(CCNC(=O)CSc2ccc(-c3ccco3)nn2)cc1OC the results were LYPLA2 counter -1, LYPLA1 counter 0, PME-1 inh -1, PAFAH1B3 FP inh 3, GSTO1 counter -5, PAD4 inh 1, PREPL inhibitor -1, pPAFAH FP inh 6 and PAFAH1B2 inh -1.
For Cc1cc(NC(=O)CCC(=O)N(CCC(C)C)C(C(=O)NC2CCCC2)c2cccnc2)no1 (centres undefined) the results were LYPLA2 counter -2, LYPLA1 counter 2, PME-1 inh -2, PAFAH1B3 FP inh 1, GSTO1 counter 0, PAD4 inh 0, PREPL inhibitor 7, pPAFAH FP inh -5 and PAFAH1B2 inh 1.
COc1cc(OC)nc(NC(=O)CSc2nc3ccccc3o2)n1 was read as LYPLA2 counter 1, LYPLA1 counter 0, PME-1 inh 2, PAFAH1B3 FP inh 8, GSTO1 counter -4, PAD4 inh 4, PREPL inhibitor -10, pPAFAH FP inh -1 and PAFAH1B2 inh -5.
`COc1ccc(OC)c(NC(=O)Cn2cc(C(=O)c3ccco3)c3ccccc32)c1` gave LYPLA2 counter -4, LYPLA1 counter -4, PME-1 inh -1, PAFAH1B3 FP inh -5, GSTO1 counter 0, PAD4 inh 4, PREPL inhibitor -4, pPAFAH FP inh 2 and PAFAH1B2 inh -4.
For N/C(=N\OC(=O)c1ccc(Cl)cc1)c1cccnc1 the results were LYPLA2 counter 2, LYPLA1 counter -1, PME-1 inh -2, PAFAH1B3 FP inh -2, GSTO1 counter -10, PAD4 inh 0, PREPL inhibitor -2, pPAFAH FP inh 1 and PAFAH1B2 inh 5.
Screening Cc1cc(NC(=O)COC(=O)c2c(C)noc2C)ccc1Br returned LYPLA2 counter 49*, LYPLA1 counter 2, PME-1 inh -6, PAFAH1B3 FP inh 9, GSTO1 counter -2, PAD4 inh -1, PREPL inhibitor 13, pPAFAH FP inh 0 and PAFAH1B2 inh 3.
`CCOC(=O)N1CCN(C(=O)c2cc3c(ccc4ccccc43)oc2=O)CC1` gave LYPLA2 counter -8, LYPLA1 counter -2, PME-1 inh 0, PAFAH1B3 FP inh -2, GSTO1 counter -1, PAD4 inh 1, PREPL inhibitor -4, pPAFAH FP inh -4 and PAFAH1B2 inh 3.
For C=CCN1C(=O)S/C(=C/c2ccsc2)C1=O the results were LYPLA2 counter -1, LYPLA1 counter 2, PME-1 inh -8, PAFAH1B3 FP inh 12, GSTO1 counter 4, PAD4 inh -1, PREPL inhibitor -13, pPAFAH FP inh 6 and PAFAH1B2 inh 6.
For O=C(CNC(=O)Cc1ccccc1)NCc1cccs1 the results were LYPLA2 counter 1, LYPLA1 counter 1, PME-1 inh 4, PAFAH1B3 FP inh 6, PAD4 inh -5, PREPL inhibitor 14, pPAFAH FP inh -2 and PAFAH1B2 inh 1.
CCOc1ccccc1NC(=O)CSc1nc2c(c(=O)n(C)c(=O)n2C)n1C was read as LYPLA2 counter -1, LYPLA1 counter 2, PME-1 inh 0, PAFAH1B3 FP inh 1, GSTO1 counter 8, PAD4 inh 3, PREPL inhibitor -3, pPAFAH FP inh 6 and PAFAH1B2 inh -2.
Screening Cc1coc2c1c(C)cc1oc(=O)c(Cc3ccccc3)c(C)c12 returned LYPLA2 counter -2, LYPLA1 counter -2, PME-1 inh 0, PAFAH1B3 FP inh 8, GSTO1 counter -6, PAD4 inh -2, PREPL inhibitor 19, pPAFAH FP inh 1 and PAFAH1B2 inh 3.
Screening Cc1ccc(CN(C(=O)c2ccco2)C2CCS(=O)(=O)C2)cc1 (centres undefined) returned LYPLA2 counter 4, LYPLA1 counter -1, PME-1 inh 0, PAFAH1B3 FP inh -6, GSTO1 counter 1, PAD4 inh -2, PREPL inhibitor -5, pPAFAH FP inh 0 and PAFAH1B2 inh -4.
`Cc1cccc(NC(=O)c2cc3ccccc3o2)c1` gave LYPLA2 counter 1, LYPLA1 counter -1, PME-1 inh -7, PAFAH1B3 FP inh -1, GSTO1 counter -10, PAD4 inh -5, PREPL inhibitor 14, pPAFAH FP inh -2 and PAFAH1B2 inh 5.
For Cc1c(C(=O)O)sc(=S)n1-c1ccc(Cl)cc1 the results were LYPLA2 counter 1, LYPLA1 counter 0, PME-1 inh -3, PAFAH1B3 FP inh -2, GSTO1 counter 3, PAD4 inh 0, PREPL inhibitor 17, pPAFAH FP inh -3 and PAFAH1B2 inh 5.
